RMI-FANCM inh = RMI-FANCM interaction inhibition; Fluorescence polarization, RMI core complex with F-MM2 peptide; stronger effect = lower value; FP signal (polarization) at 33 µM; 0.58% of 70,000 active; in the data active means FP signal below about 40; further: inactives centre near 61; strong numbers were not always called active; unit not given here
Active calls of the source: *; & = joins results of further samples. This is a subset; rates above refer to the full screens.

cpd	Structure	RMI-FANCM inh
1	COc1ccc(/C=C/C(=O)N(Cc2ccccn2)c2nc3c(F)cccc3s2)cc1OC	65
2	O=C(CC1CCCCN1S(=O)(=O)c1ccc(F)cc1)NCc1cccs1 (stereo unspecified)	68
3	CCOC(=O)N1CCN(C(c2ccncc2)c2c(C)[nH]c3ccccc23)CC1 (stereo unspecified)	58
4	CCOC(=O)C1CCCN(C(=O)CN2C(=O)c3ccccc3S2(=O)=O)C1 (stereo unspecified)	52
5	COc1ccc(OC)c(NC(=O)Cn2cnc3c(sc4cccc(Cl)c43)c2=O)c1	107
6	COc1cc([N+](=O)[O-])ccc1NC(=O)c1nnn(-c2ccc(Cl)cc2)c1C	84
7	CSc1sc(C(=O)NNC(=O)Nc2ccc(Cl)cc2)c2c1C1(CCC2)SCCS1	59
8	CC1(C)CC(=O)c2sc(NC(=O)c3ccc4c(c3)OCCO4)nc2C1	74
9	CN(C)c1ccc(/C=N\NC(=S)NCc2ccco2)cc1	63
10	CNC(=O)C1Cc2ccccc2N1C(=O)C1CCCCC1 (stereo unspecified)	52
11	CCOC(=O)c1csc(NC(=O)C2CCCN(S(C)(=O)=O)C2)n1 (stereo unspecified)	65
12	Cc1ccccc1OCC(=O)NCCN1CCN(c2ccccc2F)CC1	67
13	O=C(Nc1cccnc1)C1CCN(c2ccc(-c3ccccc3)nn2)CC1	62
14	CCN(CC)CCNc1nc2ccc(Cl)cc2s1	76
15	COc1ccc(CN(CC(=O)N2CCc3ccccc32)S(=O)(=O)c2cccnc2)cc1	97
16	CC(C)(C)NC(=O)C(=O)NCc1ccsc1	68
17	COc1ccc(N2CC(C(=O)Nc3c4c(nn3-c3ccccc3)CCC4)CC2=O)cc1 (stereo unspecified)	63
18	CC(=O)Nc1ccc(SCC(=O)Nc2nnc(C)s2)nn1	66
19	O=C(Cn1cnc2c(cnn2-c2cccc(Cl)c2)c1=O)OCc1ccccc1	77
20	CC1(C)OC2OC(C(=O)NC(CCC(=O)OCc3ccccc3)C(=O)OCc3ccccc3)C3OC(C)(C)OC3C2O1 (stereo unspecified)	55
21	O=C(CN1C(=O)CSc2ccccc21)N/N=C\c1ccc(Cl)cc1	130
22	CC(C)Oc1ccc(C(=O)NCC(c2ccsc2)N2CCCCCC2)cc1 (stereo unspecified)	75
23	O=C1/C(=C/c2cccs2)CN(Cc2ccccc2)C/C1=C\c1cccs1	62
24	COCCNC(=O)C(=Cc1ccccc1F)NC(=O)c1ccccc1	62
25	CS(=O)(=O)N1CCC(C(=O)Nc2ccc(O)c(-c3nc4ccccc4s3)c2)CC1	132
26	CCCn1c(=O)ccn(-c2ccccc2C)c1=O	53
27	CS(=O)(=O)c1ccccc1C(=O)Nc1c2c(nn1-c1ccccc1)CCC2	67
28	COc1cc(S(=O)(=O)Nc2cccc(C(=O)O)c2)c(OC)cc1Cl	62
29	O=C(NCc1ncc(C(F)(F)F)cc1Cl)Nc1ccccc1	62
30	COc1ccc(OC)c(-c2ccc(N3CCN(C(=O)c4cccs4)CC3)nn2)c1	70

Values in list order from the list:
RMI-FANCM inh, nos. 16–25: 68, 63, 66, 77, 55, 130, 75, 62, 62, 132

Remaining list, next part
cpd	Structure	RMI-FANCM inh
31	Cc1cc(OCC(=O)N2CCN(c3ccc4nnc(C)n4n3)CC2)ccc1Cl	68
32	Cc1ccc(Cl)cc1N1CCN(Cc2nc3c(c(=O)[nH]c(=O)n3C)n2Cc2cccc3ccccc23)CC1	66&54
33	COc1ccccc1N1CCN(C(=O)C(C)Oc2ccnc3c(C)ccc(C)c23)CC1 (stereo unspecified)	59&55
34	COc1ccccc1-c1nnc(C2CCN(S(=O)(=O)c3cccnc3)CC2)s1	63
35	CCOc1ccc(Cl)cc1S(=O)(=O)NC(C)C	64
36	COCCn1c(C)cc(C(=O)CSc2nc(-c3cccc([N+](=O)[O-])c3)cs2)c1C	105
37	O=C(Nc1sc2c(c1C(=O)NCC1CCCO1)CCCC2)c1ccccc1[N+](=O)[O-] (stereo unspecified)	57
38	O=C(ON=C1CCC2(CC1)OCCO2)c1cccc(C(F)(F)F)c1	42
39	O=S(=O)(Nc1cccc(N2CCCS2(=O)=O)c1)c1ccc2c(c1)CCCC2	62
40	Cc1cc(-c2nnc(NC(=O)C3CCCN3S(=O)(=O)c3ccc(F)cc3)o2)nn1C (stereo unspecified)	68
41	CC(C)C(=O)Nc1ccc(S(=O)(=O)Nc2nccs2)cc1	62
42	COc1ccc(N2CC(c3nnc(SCC(=O)Nc4ccc(C)cc4)o3)CC2=O)cc1Cl (stereo unspecified)	69
43	CCOC(=O)C(C#N)=C1C=CN(c2ccccc2)C=C1	60
44	CS(=O)(=O)c1ccc(-c2cccc(NC(=O)c3cccc(C(F)(F)F)c3)c2)nn1	59
45	Cc1ccc(C)c(CN2CCCN(CC(=O)N3CCN(c4ccc(F)cc4)CC3)S2(=O)=O)c1	75
46	CCOC(=O)CSC(=O)NC(=O)c1snnc1C	55
47	CC(=O)NNC(=O)CNC(=O)c1cc(C)cs1	61
48	N#C/C(=C/c1ccc(F)cc1)C(N)=O	62
49	Cc1ccc(NC(=O)c2ccc(=O)n(Cc3ccc(F)cc3)n2)cc1F	64
50	O=C(Nc1ccc2c(c1)CN(C(=O)C1CC1)CC2)c1cccc(C(F)(F)F)c1	67
51	Cc1cc([N+](=O)[O-])ccc1NC(=O)c1cccn(OCc2ccccc2F)c1=O	59
52	Cc1cccc(N(CCCN2C(=O)c3cccc4cccc(c34)C2=O)C(=O)c2ccc(-c3ccccc3)cc2)c1	62
53	CCOC(=O)c1oc2cc(NC(=O)c3ccc(OC)cc3)ccc2c1C	57
54	Cc1ccc(-c2cc(=O)n(CC(=O)NCC(C)C)cn2)cc1	67
55	COc1cccc(C(=O)NCCc2ccc(N3CCCC3)cc2)c1	70
56	Cn1nc2c(c1NC(=O)C1CCCN(S(=O)(=O)c3cccs3)C1)CCC2 (stereo unspecified)	64
57	O=C(NCCCSc1nnc(-c2ccccc2)o1)Nc1nccs1	55
58	O=C(O)c1cc(C(F)(F)F)ccc1Cl	48
59	Cc1ccc(C)c(S(=O)(=O)Nc2ccc3nc(C)n(-c4ccc(F)cc4)c(=O)c3c2)c1	58
60	Cc1ccc(C)c(NC(=O)C23CCC(C)(C(=O)C2)C3(C)C)c1 (stereo unspecified)	59

The results go on.
cpd	Structure	RMI-FANCM inh
61	CCOc1ccc(-n2nnnc2CNC(=O)c2ccccc2S(C)(=O)=O)cc1	59
62	COc1ccc(OC)c(S(=O)(=O)Nc2ccc3c(c2)N(C(=O)C2CCCO2)CC3)c1 (stereo unspecified)	68
63	Cc1onc(-c2c(Cl)cccc2Cl)c1C(=Nc1ccccc1)N(C)NC(=O)Nc1ccccc1	58
64	CN(C)CCCN(C(=O)CSc1ccc(Cl)cc1)c1nc2ccc([N+](=O)[O-])cc2s1	61
65	COc1ccc(-c2ccc(SCc3ccccn3)nn2)cc1	54
66	CSc1ncc(Cl)c(C(=O)Nc2ccccc2C(=O)O)n1	62
67	O=C(Nc1nnc(C2CC2)s1)c1cc(-c2ccc(Cl)cc2)oc1C(F)(F)F	53
68	COc1ccc(Cn2c(CO)cnc2SCc2ccccc2C)cc1	69
69	Cc1cc(S(=O)(=O)NCC2CCN(C(C)C)CC2)ccc1F	70
70	Cc1ccc(S(=O)(=O)Nc2ccc3c(c2)N(C)C(=O)C(C)(C)CO3)cc1Cl	65
71	COCCN1CCC(CNC(=O)C(C)(C)C)CC1	75
72	Cc1ccc(C(c2sc3nc(-c4ccco4)nn3c2O)N2CCN(Cc3ccccc3)CC2)cc1 (stereo unspecified)	56
73	COc1cccc(-c2nnc3ccc(OCCNC(=O)c4c(F)cccc4Cl)nn23)c1	86
74	NC(=O)c1csc(-c2cccnc2)n1	52
75	Cc1cccc(C)c1NC(=O)CCN1CCCC1	59
76	CCCCCNC(=O)c1cn(-c2ccc(C)c(C)c2)nn1	60
77	Cc1csc(NN=C2CCCCC2)n1	61
78	COc1ccc(-c2ccc(=O)n(CCCNC(=O)Cc3ccc(Cl)cc3)n2)cc1	66
79	Nc1nc(SCC(=O)Nc2nc3ccccc3s2)[nH]c(=O)c1NC(=O)c1ccc(Cl)cc1	66
80	O=C(Cc1csc(NC(=O)c2ccc[nH]c2=O)n1)NCc1ccccn1	60
81	NC12CC3CC(C1)CC(N)(C3)C2	56
82	CC(C)C(NS(=O)(=O)c1ccccc1F)C(=O)O (stereo unspecified)	73
83	Cc1cccc(NC(=O)C2CCCN(S(C)(=O)=O)C2)c1C (stereo unspecified)	65
84	NC1(C(F)(F)F)Oc2cc(Cl)c(Cl)cc2O1	56
85	NNC(=O)COc1ccc(C2SCCS2)cc1	58
86	Cc1cc(C)c(C)c(S(=O)(=O)NCC(=O)N2CC(C)OC(C)C2)c1C (stereo unspecified)	74
87	Fc1ccc2nc(NCC3CCCO3)sc2c1 (stereo unspecified)	66
88	Cc1nn(Cc2nnn(CC(=O)N/N=C\c3ccc(Cl)cc3)n2)c(C)c1Br	57
89	O[C@@H](c1cc(C(F)(F)F)nc2c(C(F)(F)F)cccc12)[C@H]1CCCCN1	61
90	O=C(O)CC1(CC(=O)Nc2ccc(F)c(Cl)c2)CCCCC1	65

The list goes on; the last three above are carried over.
cpd	Structure	RMI-FANCM inh
88	Cc1nn(Cc2nnn(CC(=O)N/N=C\c3ccc(Cl)cc3)n2)c(C)c1Br	57
89	O[C@@H](c1cc(C(F)(F)F)nc2c(C(F)(F)F)cccc12)[C@H]1CCCCN1	61
90	O=C(O)CC1(CC(=O)Nc2ccc(F)c(Cl)c2)CCCCC1	65
91	CCOc1cc(C(=O)N(CN2CCCC2=O)c2cccc(C(F)(F)F)c2)cc(OCC)c1OCC	64
92	CN(C)C=Nc1nc2ccc3c(c2s1)CCCC3	59
93	Cc1c(C(=O)Nc2sc3c(c2C#N)CCCC3)nnn1-c1ccccc1F	67
94	CC/C(O)=C(\C#N)c1nc2ccccc2[nH]1	59
95	Cc1ccc(NC(=O)C(=O)Nc2nc3ccccc3s2)cc1N1CCCCC1=O	51
96	CCN(CC)c1ccc(/C=N\NC(=O)Cn2ccnc2C)cc1	61
97	CCCCCC#CC(=O)Nc1nc2cc(C)c(C)cc2[nH]1	63
98	O=C(Nc1ccc2c(c1)C(=O)NCCO2)c1ccccc1Cl	64
99	Cc1cc(=O)[nH]c(-n2nc(-c3cccs3)cc2NC(=O)Cc2cccs2)n1	50
100	COC(CNC(=O)C(=O)Nc1c(F)cccc1F)OC	54
101	O=C(O)c1ccccc1C(=O)Nc1ccc(S(=O)(=O)Nc2nccs2)cc1	47
102	COc1ccc2cc(-c3csc(NC(=O)c4cc(C)on4)n3)oc2c1	69
103	C=C(C(=O)O)C(CC(=O)O)C(=O)O (stereo unspecified)	54
104	COCCN1CCC(CNS(=O)(=O)c2cc(Cl)ccc2OC)CC1	75
105	CC(=O)c1ccc(NCN2C(=O)CCC2=O)cc1	60
106	Cc1ccc(NC(=O)N2CCN(c3ccc4nnc(C)n4n3)CC2)c(C)c1	68
107	O=C(CCCCl)Nc1nnc(-c2cccc([N+](=O)[O-])c2)s1	57
108	O=C(NCC(c1ccco1)N1CCc2ccccc2C1)C(=O)Nc1ccccc1Cl (stereo unspecified)	93
109	CCC(=O)NCCN1CCn2cc(OC)c(=O)cc2C1=O	61
110	CC(C)(C)C(=O)N1CCc2ccc(NC(=O)c3cccc(C(F)(F)F)c3)cc21	83
111	CCOC(=O)c1nc(C)nc(Sc2n[nH]c(-c3ccccc3)n2)c1C	63
112	CCSc1cccc(C(=O)Nc2nc3ccc(S(N)(=O)=O)cc3s2)c1	80
113	CN1CCN(C(CNC(=O)c2cc3ccccc3oc2=O)c2ccc3c(c2)CCN3C)CC1 (stereo unspecified)	61
114	OCc1noc(-c2cccs2)n1	53
115	CCCS(=O)(=O)N1CCc2ccc(NC(=O)COc3ccc(OC)cc3)cc2C1	62
116	O=NN(CCCl)C(=O)NCCCl	56&58
117	CC(=O)Nc1ccc(SCC(=O)Nc2ccc(F)cc2)nn1	67
118	CCOc1ccccc1NC(=O)C(=O)NCC(c1ccco1)N1CCc2ccccc2C1 (stereo unspecified)	52
119	CC(C)Cn1c(-c2ccccc2)c[nH]c1=S	58
120	CC(=O)Nc1ccc(N2CCCCC2=O)cc1	62

(list continues)
cpd	Structure	RMI-FANCM inh
121	CC1CCc2nc(Nc3nc4cc5c(cc4s3)OCO5)sc2C1 (stereo unspecified)	54
122	O=C(COc1ccc(Cl)cc1)NCCn1nc(-c2cccnc2)ccc1=O	68
123	CC1(C)CC(=O)C(C=Nc2ccc(S(N)(=O)=O)cc2)=C(O)C1	60
124	CC1CC(=O)N(CC(=O)Nc2cccc([N+](=O)[O-])c2)c2ccccc2S1 (stereo unspecified)	59
125	O=C(Nc1ccc(Cl)cc1)N1CCCC(Cn2cccc2)C1 (stereo unspecified)	56
126	Nn1c(SCC(=O)Nc2nc(-c3ccccc3)cs2)nnc1-c1ccncc1	54
127	COc1ccc2nc(-n3nc(C)cc3NC(=O)c3cc4ccccc4oc3=O)sc2c1	61
128	FC(F)(F)c1cc(-c2cccs2)n2ncnc2n1	55
129	O=C(Nn1cnc2c(cnn2-c2cccc(Cl)c2)c1=O)c1c(F)cccc1Cl	66
130	O=C(Nc1ccc(F)c(Cl)c1)c1nsc(Cl)c1Cl	57
131	Cc1ccc([N+](=O)[O-])cc1S(=O)(=O)N(C)C	58
132	CC1(C)C(=O)NCCN1C(=O)c1ccc(F)cc1	53
133	CCOC(=O)N/N=C(\C(=O)OCC)C(F)(F)F	62
134	O=C(CC12CC3CC(CC(C3)C1)C2)Nc1ccccc1Cl	65
135	Cc1ccnc(SCc2nc3ccccc3c(=O)[nH]2)n1	50

Reformatted with each value named: part of the list above
#123 CC1(C)CC(=O)C(C=Nc2ccc(S(N)(=O)=O)cc2)=C(O)C1
  RMI-FANCM inh = 60
#135 Cc1ccnc(SCc2nc3ccccc3c(=O)[nH]2)n1
  RMI-FANCM inh = 50
#122 O=C(COc1ccc(Cl)cc1)NCCn1nc(-c2cccnc2)ccc1=O
  RMI-FANCM inh = 68
#131 Cc1ccc([N+](=O)[O-])cc1S(=O)(=O)N(C)C
  RMI-FANCM inh = 58
